Screening data (PubChem)
MPTP inh: mitochondrial permeability transition pore inhibitors, primary screen, biochemical, isolated mouse mitochondria, absorbance; Ca2+ swelling absorbance, 30 min; inhibition, % at 10 µM; 1.4% of 360,000 active; AID 602449, 2012;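 active = inhibition of 50% or more, scaled per plate between neutral and stimulator controls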;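 note: 0% = DMSO wells given calcium and 100% = 1 mM EGTA wells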
mIAP act: activators of mouse IAP, primary screen, biochemical, luminescence, uHTS; intestinal alkaline phosphatase [Mus musculus]; muIAP, CDP-Star luminescence, 30 min; stronger effect = higher value; 1 = vehicle-only enzyme signal, 0 = enzyme-free wells; activation factor at 10 µM; 0.24% of 330,000 active; AID 2805, 2010;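 active = activation factor of at least 2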; note: the source names both 10 and 20 µM as test concentration; values of inactives mirror those of a sister screen read the other way
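Assay system: mouse IAP enzyme / Compound: DMSO-dissolved test compounds / Timing: 30 min, room temperature / Measured by: luminescence from enzymatic CDP-Star hydrolysis / Control set: DMSO-only wells, enzyme-free buffer wells as negative control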
A3A deaminase: APOBEC3A ssDNA deaminase inhibitors, primary screen, selectivity assay for APOBEC3G inhibitor project, biochemical, FAM/TAMRA oligo cleavage fluorescence | recombinant A3A, FAM/TAMRA ssDNA deamination fluorescence | inhibition, % at 20 µM | 0.41% of 330,000 active | AID 493011, 2011;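 active = at least 40% inhibition at 20 µM here, with at most 30% in a related deaminase screen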;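 note: plate controls were A3A with DMSO for no effect and wells lacking A3A enzyme for full effect; some results filed as inactive read as strong as hits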
Target sequence (P31941 whole entry, looked up): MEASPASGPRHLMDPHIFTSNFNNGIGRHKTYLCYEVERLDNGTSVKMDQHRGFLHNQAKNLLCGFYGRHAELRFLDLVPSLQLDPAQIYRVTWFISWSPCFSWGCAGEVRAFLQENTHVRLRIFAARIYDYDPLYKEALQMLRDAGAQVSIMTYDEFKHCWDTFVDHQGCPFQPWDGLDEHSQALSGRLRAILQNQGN
APOBEC3G inh: APOBEC3G DNA deaminase inhibitors, primary screen, biochemical, fluorescence, single-stranded DNA substrate, uHTS; DNA dC->dU-editing enzyme APOBEC-3G (Homo sapiens), Q9HC16; recombinant A3G, ssDNA deamination FAM/TAMRA fluorescence; inhibition, % at 20 µM; 0.28% of 330,000 active;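 active = inhibition of at least 40% at 20 µM, with no more than 30% in the related APOBEC3A deaminase screen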;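 note: plate controls were DMSO wells with A3G for no effect and wells lacking A3G enzyme for full effect; some compounds called inactive have numbers as strong as hits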
beta cell repl: inducers of MIN6 beta-cell proliferation, primary screen, ATP luminescence, uHTS. MIN6 cells proliferation, ATPlite luminescence, 48 h; cells starved in 0.2% serum; 100% = growth in 10% serum. proliferation, % at 10 µM. 0.29% of 330,000 active;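 active = compounds whose signal lies at least 3.5 SD above the mean of all wells on their plate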;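 note: 0% = DMSO-treated cells in low-serum medium and 100% = 10% serum control; some compounds called inactive have numbers as strong as hits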
hIAP activ: human IAP activators, primary screen, biochemical, luminescence, uHTS. Intestinal-type alkaline phosphatase (Homo sapiens), P09923. purified human IAP, CDP-Star luminescence, 30 min; stronger effect = higher value; 1 = vehicle-only enzyme, 0 = enzyme-free background. activation factor at 10 µM. 0.16% of 330,000 active. AID 2524, 2010;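 active = activation factor of the enzyme at least 2-fold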; note: the source names both 10 and 20 µM as test concentration; values of inactives mirror those of a sister screen read the other way
Target sequence (P09923 whole entry, looked up): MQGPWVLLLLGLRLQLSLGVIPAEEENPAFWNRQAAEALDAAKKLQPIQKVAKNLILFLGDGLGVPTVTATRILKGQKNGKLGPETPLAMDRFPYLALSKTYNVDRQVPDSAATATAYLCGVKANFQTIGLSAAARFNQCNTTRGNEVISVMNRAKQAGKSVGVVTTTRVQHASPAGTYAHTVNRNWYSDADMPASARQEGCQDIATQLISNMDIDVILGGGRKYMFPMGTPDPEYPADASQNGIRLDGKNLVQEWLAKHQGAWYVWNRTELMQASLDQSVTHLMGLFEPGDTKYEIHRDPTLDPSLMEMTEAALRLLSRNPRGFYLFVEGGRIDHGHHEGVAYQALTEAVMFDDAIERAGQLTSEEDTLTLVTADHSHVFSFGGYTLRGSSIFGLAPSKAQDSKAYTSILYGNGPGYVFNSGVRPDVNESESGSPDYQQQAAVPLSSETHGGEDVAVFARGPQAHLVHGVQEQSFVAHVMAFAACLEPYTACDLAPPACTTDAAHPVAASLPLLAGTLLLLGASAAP
hIAP block: human IAP inhibitors, primary screen, biochemical, luminescence, uHTS | Intestinal-type alkaline phosphatase (Homo sapiens), P09923 | purified IAP, CDP-Star luminescence, 30 min | inhibition, % at 10 µM | 0.12% of 330,000 active | AID 2544, 2010;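 active = inhibition reaching a set limit with compound at 10 µM in the primary screen, cut at about 35% in these data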;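 note: plate controls were DMSO wells with enzyme for no effect and no-enzyme buffer wells for full effect; values of inactives mirror those of a sister screen read the other way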
ATG4B inhibitor: ATG4B protease inhibitors, primary screen, biochemical, fluorescence, uHTS; Cysteine protease ATG4B (Homo sapiens), Q9Y4P1; ATG4B cleavage of LC3-PLA2, NBD-HPC fluorescence, 1 h; 0.51% of 340,000 active; inhibition, % at 8.33 µM; in the data active = inhibition above about 40%
mIAP block: inhibitors of mouse IAP, primary screen, biochemical, luminescence, uHTS | intestinal alkaline phosphatase [Mus musculus] | purified mouse IAP, CDP-Star luminescence, 30 min | inhibition, % at 10 µM | 0.2% of 330,000 active | AID 2806, 2010;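 active = inhibition of at least 40% at 10 µM in the primary screen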;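 note: plate controls were DMSO with enzyme for no effect and no enzyme wells for full effect; values of inactives mirror those of a sister screen read the other way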
Active calls of the source: *; · = not tested or not shown.

SMILES	MPTP inh	mIAP act	A3A deaminase	APOBEC3G inh	beta cell repl	hIAP activ	hIAP block	ATG4B inhibitor	mIAP block
O=C(Cc1ccccc1)Oc1ccccc1N1C(=O)CCC1=O	-1.3	1	-5	-9	-1	1.1	-12	-15	-1
Fc1ccc(CNCCc2ccc3c(c2)OCO3)cc1	0.7	0.98	-5	-1	3	1.1	-11	3	2
CN1CCN(C(=O)Cc2nc3ccccc3[nH]2)CC1	-0.5	0.95	4	1	-2	1.1	-5	3	5
COC(=O)C1=C(c2c(C)noc2C)C[C@@H]2CC[C@H]1N2C(=O)NCCNC(C)=O	-0.6	0.91	2	0	6	1.1	-6	0	9
COc1ccc(-n2c(O)c(C=Nc3c(C)n(C)n(-c4ccccc4)c3=O)c(=O)[nH]c2=O)cc1	0.5	1.1	-11	-7	-2	0.98	2	7	-10
CCCOc1ccc(N2C(=O)CC(N3CC=C(c4ccccc4)CC3)C2=O)cc1 (stereo not given)	0.8	0.81	-1	-7	0	0.94	6	-8	19
CC/C(=N\NC(=O)Nc1ccccc1)c1c(O)n(Cc2ccccc2)c(=O)[nH]c1=O	-1.4	1	-6	-8	-2	0.95	5	-5	0
Clc1ccc(CCC(Cn2ccnc2)Sc2c(Cl)cccc2Cl)cc1 (stereo not given)	1.9	1.3	6	-5	-8	1.1	-15	15	-33
O=C(C1CCC(=O)N1C1CCCC1)N1CCC2(CC1)OCCO2 (stereo not given)	-0.5	1	-3	-8	-2	0.9	10	-4	0
O=C(NC1CC1)C1CSC(c2cccnc2)=N1 (stereo not given)	-1.3	1	-6	-6	-2	0.89	11	-3	-2
Cc1cccc(OP(=O)(NCc2ccccc2)Oc2cccc(C)c2)c1	4.5	0.97	6	-2	0	0.96	4	35	3
COc1cccc(NC2=NCCCS2)c1	-0.5	1	-3	-11	-3	0.91	9	10	0
CC1=NCCc2c1[nH]c1cc(O)ccc21	-1.7	1	-87	-158	-2	0.97	3	-127	-2
C[C@@H]1C[C@H]2OC(=O)C3(CO3)[C@H]2[C@H](O)[C@]2(C)C(=O)C3OC3[C@@H]12 (stereo not given in full)	·	1	-1	-7	-6	0.93	7	·	-4
O=C(COc1ccc2ccc(=O)oc2c1)N1C[C@H]2C[C@@H](C1)c1cccc(=O)n1C2	-0.2	1	-2	-5	-1	0.91	9	-8	-5
CN1CCC(OC(=O)Cc2ccccc2)CC1	1.2	0.98	0	0	1	0.9	10	-13	2
CN(C)C(=O)Oc1cccc(OCc2n(C)c3ccccc3[n+]2C)c1	-8.9	1	-4	0	0	0.98	2	4	-3
CNC(=O)Oc1ccc(C(=O)N2c3ccccc3NC(=O)C2C)cc1 (stereo not given)	0.2	0.99	-4	-7	-1	0.97	3	1	1
CC(Cc1cnccn1)NCc1c(C(=O)N2CCCCCCC2)nc2ccc(Cl)cn12 (stereo not given)	-0.8	1	-2	-8	-3	0.86	14	3	-1
O=C(COC(=O)Cc1ccccc1)NCCNC(=O)COC(=O)Cc1ccccc1	2.5	1	3	-12	-1	1.1	-9	-8	-2

Reprinted from the part before: 2 entries, then new ones.
SMILES	MPTP inh	mIAP act	A3A deaminase	APOBEC3G inh	beta cell repl	hIAP activ	hIAP block	ATG4B inhibitor	mIAP block
CC(Cc1cnccn1)NCc1c(C(=O)N2CCCCCCC2)nc2ccc(Cl)cn12 (stereo not given)	-0.8	1	-2	-8	-3	0.86	14	3	-1
O=C(COC(=O)Cc1ccccc1)NCCNC(=O)COC(=O)Cc1ccccc1	2.5	1	3	-12	-1	1.1	-9	-8	-2
OC(c1ccccc1)(c1ccc(Cl)cc1)C1CN2CCC1CC2 (stereo not given)	-1.2	0.98	-5	2	-4	1.3	-27	0	2
CN1C(=O)C(=Cc2ccc(Sc3ccccc3)o2)C(=O)N(C)C1=S	4.0	0.78	16	2	-2	0.95	5	15	22
Cc1nn(Cc2ccccc2)c(Cl)c1C(=O)OCC(=O)Nc1cccc2ccccc12	-2.4	1.2	1	-1	-3	0.99	1	0	-18
CCOc1ccc(Cl)cc1CNCCc1ccc(F)cc1	3.5	1.1	4	-3	-2	1	-3	4	-5
O=C(c1cc2cc(F)ccc2[nH]1)N1CCC2(CC1)OCCO2	-0.7	1	3	32	-1	0.83	17	-1	0
CCC1(c2ccccc2)C(=O)N(C)C(=O)N(C)C1=O	1.1	0.94	-2	-5	-2	1.1	-7	-18	6
CC/C(CC(c1ccccc1)c1c(O)c2ccccc2oc1=O)=N\NC(N)=S (stereo not given)	0.9	1.1	6	-1	-2	0.96	4	-14	-9
O=C(NC1CC2CCCC(C1)N2)c1ccccc1 (stereo not given)	0.6	1.1	2	-3	-1	1.2	-22	2	-7
CCCC1(CCC)C(=O)NC(=NCc2ccccc2)NC1=O	1.0	0.94	-4	-5	-4	1.1	-9	-4	6
CN1C(=O)C(O)N=C(c2ccccc2)c2ccccc21 (stereo not given)	0.0	0.95	-1	-4	1	1	0	8	5
O=C1NC(=O)C(CCc2ccncc2)(CCc2ccncc2)C(=O)N1Cc1ccccc1	-1.8	0.95	-4	-5	3	1.2	-17	-7	5
O=C1Nc2ccccc2Sc2ccccc21	0.7	1	0	1	0	0.91	9	-4	-2
O=c1c2ccccc2nc(Cc2ccccc2)n1-c1ccc(O)cc1	-0.6	0.88	-4	-7	0	1.1	-8	-6	12
CN(C(=O)Oc1cccc2cccnc12)c1ccccc1	-0.6	1	-1	-3	-3	0.92	8	4	0
CCOC(=O)C1(Cc2ccc(Cl)cc2)CCN(C(C)CCn2cccn2)CC1 (stereo not given)	4.0	1	2	1	-5	0.94	6	-3	0
NCC1(CC(=O)O)CCCCC1	·	0.92	4	3	2	1	-4	·	8
COc1ccc(Cn2c(O)c(/C=N/NC(=O)c3ccncc3)c(=O)[nH]c2=O)cc1	-4.5	1	-4	-6	-1	1.3	-31	3	-2
C/C=C1/C[C@@H](C)[C@](O)(CO)C(=O)OCC2=CCN3CC[C@@H](OC1=O)[C@@H]23	-2.1	1.1	-1	-5	1	1.1	-8	6	-5
O=C(Cc1ccccc1)NC(Oc1ccccc1Cl)C(Cl)(Cl)Cl (stereo not given)	2.7	1	-4	-5	1	1	-3	11	-5
CCOC(=O)C(O)(c1ccc(N(C)C(=O)COc2ccccc2)cc1)C(F)(F)F (stereo not given)	0.5	1	1	1	2	1	-2	-10	-5
Cc1cccc(NP(=O)(Oc2ccccc2)Oc2ccccc2)c1C	3.3	1	-1	-2	-4	0.93	7	16	-4
O=C(CCn1c(=O)oc2ccccc21)N1CCC2(CC1)OCCO2	0.5	1	1	1	4	0.91	9	-20	-4
O=C(N/N=C/c1c(O)n(Cc2ccc(F)cc2)c(=O)[nH]c1=O)c1ccccc1O	-0.2	0.79	-1	-6	-1	1.7	-67	11	21
CN1C(=O)C(=Cc2ccc(SC3CCCCC3)o2)C(=O)N(C)C1=O	4.9	0.9	19	5	3	1.1	-8	-4	10
CC(NS(C)(=O)=O)c1nnc2n1-c1ccc(Br)cc1C(c1ccccc1Cl)=NC2 (stereo not given)	3.5	1	-2	-10	0	0.95	4	0	-1
C=C1[C@@H](OC(C)=O)[C@]23C[C@@H]1[C@@H](OC(C)=O)CC2[C@]12C4C[C@H]3[C@H]1N(CC)C[C@]4(C)CC[C@@H]2O (stereo not given in full)	0.6	0.93	-1	-8	0	0.89	12	-19	7
CC1=NN(c2ccccc2)C(=O)C1/C=C1/C(=O)NC(=O)N(c2cc(C)cc(C)c2)C1=O (stereo not given)	-0.8	0.98	1	-2	-3	1	-2	0	2
CCOc1c(Cl)cc(CNC(C)C(O)c2ccccc2)cc1OC (stereo not given)	1.2	1.1	-1	-3	0	1.2	-19	-4	-11
FC(F)(F)/C(=N\P(=S)(N1CCOCC1)N1CCOCC1)N1CCOCC1	0.8	1	1	-3	3	0.99	1	-2	-2
CC12CN3CC(c4ccccc4)(CN(C1)C31CCCCC1)C2=O	-1.6	0.91	1	1	1	1.2	-16	-4	9
CN(C)C(=O)Oc1ccc2c(=O)c(Oc3ccccc3Br)coc2c1	0.6	0.84	-2	1	-3	1.1	-6	12	16
CC1CCC/C=C/C2CC(O)CC2C(O)/C=C/C(=O)O1 (stereo not given)	-1.3	1	-3	-4	-3	0.96	4	-1	-2
COC(=O)C1CN(C#N)N(c2ccc(Cl)cc2)C12c1ccccc1-c1ccccc12 (stereo not given)	-1.6	0.98	-1	-4	-4	1.1	-9	1	2
CCC(=NCc1cccnc1)c1c(O)n(-c2ccc(C)cc2)c(=O)[nH]c1=O	-0.8	1.1	-4	-6	0	1.2	-22	-2	-8
COc1ccc(C)cc1NC1=NC(C)(C)CS1	-0.8	0.97	0	-8	4	0.85	15	11	3
CCOP(=O)(C#CC(C)(C)C)C(O)(c1ccccc1)C(F)(F)F (stereo not given)	-0.1	1.1	2	-7	-4	0.7	30	8	-12
CCCCn1nc(C)c(C(=O)O)c1Cl	0.4	1.1	-9	-5	1	1.3	-27	-6	-9
CN1CCN(S(=O)(=O)c2ccc(Cl)nc2)CC1	1.5	1	3	0	0	1	-4	4	-1
CS(=O)(=O)Nc1ccc(Cc2noc(-c3ccc4[nH]cc(CCN)c4c3)n2)cc1	·	0.98	4	1	-3	1.1	-11	·	2
CSc1ncc(Cl)c(C(=O)O)n1 (tested in a mixture with another compound)	1.0	0.96	-1	-3	1	0.74	26	-1	4
Nc1ccccc1N=Cc1c(O)n(CCC2=CCCCC2)c(=O)[nH]c1=O	2.6	1	0	-6	-3	0.83	17	4	-2
CCC(C)(C)n1nnnc1CN1CCC(n2c(C)nc3cc(C(F)(F)F)ccc32)CC1	1.7	0.99	3	-1	-4	0.9	10	9	1
COc1ccc(C(c2ccc(OC)cc2)C(Cl)(Cl)Cl)cc1	1.0	1.1	0	-4	-7	0.93	7	1	-6
CC(C(N)=O)N1CC(c2ccc(Cl)cc2)CC1=O (stereo not given)	-6.8	0.92	-2	-9	0	1	-4	4	8
CS(=O)(=O)c1ccc(C(=O)N2CCC(C(=O)O)(c3ccccc3)CC2)cc1	0.7	1.1	-2	-4	0	1.1	-6	0	-9
Cc1cccc(NC(=O)CSc2nnc([C@@H](N)Cc3c[nH]c4ccccc34)o2)c1C	6.4	0.89	-3	-4	-1	1	-2	-9	11
N/C(=N\[N+](=O)[O-])N/N=C/c1ccc(O)cc1	-1.5	0.98	1	-11	-1	0.83	17	0	2
CC(=O)Nc1ccccc1OC(=O)N(C)C	-0.8	0.94	-3	-4	-3	1	-3	1	6
NC(Cc1ccccc1)c1nc(-c2ccccc2)no1 (stereo not given)	0.2	1.2	-1	3	-4	0.99	1	-2	-18
CN(C)C(=O)Oc1ccc(OC(=O)N(C)C)cc1	-1.1	0.95	-1	-4	1	0.88	12	2	5

The list is partial. The share of hits here may be higher or lower than overall.
